Assay outcomes as filed in PubChem BioAssay.
M18AAP inhibitor – PfM18AAP enzyme inhibition | recombinant PfM18AAP, H-Glu-NHMec fluorogenic cleavage | 290,000 tested, 1.2% active | AID 1822 | inhibition, % at 7.35 µM;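 active means inhibition above the campaign mean inhibition over all tested compounds plus 3 SD, cut at about 28% in these data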;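 further: 0% = plate median of test compound wells and 100% = 2 mM ZnCl2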
MEKK2mut PB1 HTS – signal of MEK5 binding to mutant human MEKK2 PB1 domain; bead flow cytometry, Alexa488-MEK5 binding to MEKK2 mutant; percent response, % at 10 µM; 290,000 tested, 0.35% active; AID 1530; in the data active means percent response above about 24%, passing the limit was not always enough; further: inactives centre near 1; some results filed as inactive read as strong as hits
NS3 helicase inh – inhibitors of Hepatitis C virus NS3 helicase. 290,000 tested, 0.56% active. NS3 helicase DNA unwinding, Cy5 molecular beacon fluorescence. AID 1800. inhibition, % at 10.9 µM;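 active means inhibition above the mean of all tested compounds plus 3 SD, set per campaign, cut at about 35% in these data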;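 further: 0% = DMSO wells and 100% = thioflavine S control wells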
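Material: hepatitis C virus NS3 helicase domain fragment enzyme; measured by: Cy5 fluorescence, 0 and 60 min reads; control set: DMSO and thioflavine S; incubation: 60 min unwinding reaction at 25 °C after ATP addition; read-out basis: % inhibition from 60/0 min fluorescence ratio, DMSO 0%, thioflavine S 100%; repeats: singlicate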
UBC9 SUMO inh – inhibitors of human SUMOylation (UBC9); AID 2006; 290,000 tested, 0.36% active; inhibition, % at 35 µM; HTRF SUMOylation assay, SAE1/SAE2 + UBC9, in vitro; P63279; in the data active means inhibition above about 50%, passing the limit was not always enough; further: strong numbers were not always called active
Target sequence (P63279 whole entry, looked up): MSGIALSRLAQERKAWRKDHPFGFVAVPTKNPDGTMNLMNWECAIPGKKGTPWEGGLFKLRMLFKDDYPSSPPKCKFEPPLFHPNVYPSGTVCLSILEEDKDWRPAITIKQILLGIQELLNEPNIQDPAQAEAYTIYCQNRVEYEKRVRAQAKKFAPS
MEKK2wt PB1 HTS – raises or lowers MEK5 binding to wildtype human MEKK2 PB1 domain; 290,000 tested, 1.1% active; bead flow cytometry, Alexa488-MEK5 binding to MEKK2 WT; actives lie on both sides; binding response (% of control), % at 10 µM; Q9Y2U5; in the data active means binding response below about 67% or above about 130%
VIM-2 inhibitor – blocks Pseudomonas aeruginosa VIM-2 metallo-beta-lactamase. purified VIM-2, nitrocefin hydrolysis, epi-absorbance fluorescence. inhibition, % at 5.6 µM. 290,000 tested, 0.89% active;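 active means inhibition above the mean of all tested compounds plus 3 SD, cutoff set per screening run, cut at about 7.5% in these data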;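 further: red hydrolysis product quenches plate fluorescence so inhibitors raise well fluorescence; 0% = enzyme with DMSO and 100% = DMSO without enzyme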
NALP1 inh – NALP1 inhibition; S. cerevisiae NALP1/ASC/caspase-1 growth, X-gal OD620, 72 h; AID 2071; 280,000 tested, 0.61% active; inhibition, % at 10 µM; in the data active means inhibition mostly above about 24%, no sharp cut-off; inactive means mostly below about 32%; further: some compounds called inactive have numbers as strong as hits
IMP-1 inh – blocks Pseudomonas aeruginosa IMP-1 metallo-beta-lactamase; inhibition, % at 5.6 µM; 290,000 tested, 0.45% active; purified IMP-1, nitrocefin hydrolysis, epi-absorbance fluorescence;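 active means inhibition above the mean plus 3 SD of all compounds in the same screening run, cut at about 4.5% in these data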;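 further: 0% = IMP-1 with DMSO and 100% = DMSO wells lacking enzyme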
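System – purified recombinant IMP-1 beta-lactamase · Input – IMP-1 dispensed at 0.2 nM · Timing – 15 min preincubation plus 25 min reaction at 25 °C · Signal – Epi-absorbance fluorescence, 480 nm excitation, 530 nm emission · Measure – percent IMP-1 inhibition derived from blank-referenced optical density · Controls – Enzyme-plus-DMSO low control, enzyme-free DMSO high control · Replication – singlicate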
DNA FID counter – fluorescent intercalator displacement, NS3 helicase counter-screen | inhibition, % at 7.9 µM | AID 1845 | DNA fluorescent intercalator displacement, fluorescence | 290,000 tested, 0.17% active; in the data active means inhibition above about 37%;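 further: 0% = vehicle and 100% = reference compound; higher means more ethidium bromide displaced from hairpin DNA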
Numbers without * were called inactive; nt = not tested or not shown.

SMILES	M18AAP inhibitor	MEKK2mut PB1 HTS	NS3 helicase inh	UBC9 SUMO inh	MEKK2wt PB1 HTS	VIM-2 inhibitor	NALP1 inh	IMP-1 inh	DNA FID counter
CC1CCN(C(=O)c2ccc(N3C(=O)C4CCC(C)CC4C3=O)cc2)CC1 (centres undefined)	-19	-40	-9	17	60	-0.3	20	-0.6	-48
O=S1(=O)C=CC(Nc2ccccc2)C1 (centres undefined)	3	-2	-5	-6	95	-1.5	-8	-2.0	-3
Oc1cccc(/C=N/n2c(C3CCCCC3)n[nH]c2=S)c1	14	13	7	-4	107	-1.1	-17	-4.8	-19
CCOC(=O)CSc1n[nH]c(-c2cccnc2)n1	5	nt	5	-1	nt	2.9	-2	-1.3	-1
O=C(O)c1ccc(CNC(=O)c2ccc(C(F)(F)F)cc2)cc1	-10	-3	-15	8	91	0.5	3	-2.4	0
Cc1onc(-c2ccccc2Cl)c1C(=O)OCC(=O)c1c(N)n(C)c(=O)n(C)c1=O	-1	0	-14	15	101	-2.0	-23	-2.0	-1
Cc1ccc(OCC(=O)Nc2nnc(-c3ccco3)s2)cc1	-2	1	14	18	111	-1.7	nt	-2.7	-4
CCOCCCNC(=O)c1cc2sc(Cl)cc2n1CC	2	0	2	5	96	-0.8	-5	-0.3	-17
Cc1ccc(CN2CCN(C(=O)c3cccc4ccccc34)CC2)cc1	6	11	-2	-2	102	-2.2	-11	-2.6	-25
CCNC(=O)CSc1nc2ccccc2c(=O)n1-c1cc(OC)ccc1OC	2	-10	0	1	87	-2.1	nt	-3.0	-7
CC1CCCN(C(=O)CNC(=O)Cn2ccc3ccccc3c2=O)C1 (centres undefined)	2	5	9	9	114	-4.2	-16	-2.2	-3
Cc1nnc(N/N=C/c2cccs2)[nH]c1=O	1	-7	2	11	91	-1.3	4	-2.2	-2
CN(Cc1ccc(Cl)cc1)C(=O)CCl	6	10	5	7	101	-2.2	15	-0.9	0
O=C(CCc1nc2ccccc2c(=O)[nH]1)OCc1ccc(Cl)cc1Cl	-11	0	8	11	99	-0.8	18	-0.2	-6
O=C(Cn1c(CC(=O)N2CCOCC2)nc2ccccc21)Nc1ccc2c(c1)OC(F)(F)O2	0	4	4	-7	107	1.4	-4	-2.0	-10
N#Cc1c(NCc2ccccc2)ccnc1NCc1cccnc1	2	0	-4	9	98	-0.3	42	0.8	-15
O=[N+]([O-])c1ccc(Cl)c(/C=N/N2CCN(Cc3ccccc3)CC2)c1	-2	-9	2	-6	89	-0.4	-2	-1.4	3
C=CCn1c(COc2cccc3cccnc23)nnc1SCC(=O)OC	0	-4	4	31	96	-2.1	25	-4.7	-14
O=C(O)c1ccc(/C=C2\SC(=S)N(NC(=O)c3ccccc3[N+](=O)[O-])C2=O)cc1	8	0	12	-4	111	-0.8	10	-0.7	-8
CCCCOC(=O)c1ccc(NC(=O)C(=O)NCc2ccco2)cc1	-3	0	0	-1	110	-3.8	2	-2.5	-2
CN(/C=C1/C(=O)CNC1=O)CCO	8	nt	-1	-18	nt	-3.0	27	-1.5	-1
Cc1cc(N2CCCCC2)nc(-c2ccc(Br)cc2)n1	3	-3	-3	-19	99	-0.5	-5	-2.8	2
CCCP(=O)(CC(=O)O)c1ccccc1 (centres undefined)	0	5	-25	-8	105	-3.3	9	-3.6	-2
COc1ccc(CCNS(=O)(=O)c2cnc(Cl)c(Br)c2)cc1OC	2	4	5	-4	111	-2.7	7	-0.9	-7
CC#CCN(Cc1ccco1)C(=O)C1CCC(=O)N(Cc2ccccc2F)C1 (centres undefined)	-11	5	3	3	105	-0.5	1	-1.0	-29
CCOC(=O)C1=C(O)/C(=C/c2cc(OC)c(OC)c(OC)c2)SC1=Nc1ccc(OC)cc1	-10	-3	3	5	100	0.9	-73	-0.5	-2
NC1=NC(=Nc2cccc(S(=O)(=O)N3CCOCC3)c2)c2ccccc21	-9	-10	-2	33	96	-1.3	26	-1.0	-5
N/C(=N\OC(=O)/C=C/c1ccccc1)c1ccncc1	3	10	-6	-4	108	-1.7	-2	-2.5	-5
OC(COC(c1ccccc1)c1ccccc1)CN1CCOCC1 (centres undefined)	1	-8	-1	4	94	0.7	-1	-1.4	5
COc1ccc(C2c3c(C)nn(-c4ccccc4)c3NC(=O)N2c2ccccc2)cc1 (centres undefined)	1	6	6	12	99	-4.9	38	-2.8	-17

Part of the list above, reduced to M18AAP inhibitor, DNA FID counter and NS3 helicase inh.
Molecule	M18AAP inhibitor	DNA FID counter	NS3 helicase inh
Cc1cc(N2CCCCC2)nc(-c2ccc(Br)cc2)n1	3	2	-3
CCOC(=O)C1=C(O)/C(=C/c2cc(OC)c(OC)c(OC)c2)SC1=Nc1ccc(OC)cc1	-10	-2	3

Additional structures:
SMILES	M18AAP inhibitor	MEKK2mut PB1 HTS	NS3 helicase inh	UBC9 SUMO inh	MEKK2wt PB1 HTS	VIM-2 inhibitor	NALP1 inh	IMP-1 inh	DNA FID counter
Cc1ccc2cc(C#N)c(SCC(=O)N3CCCc4ccccc43)nc2c1C	1	nt	8	10	nt	-2.7	5	-1.2	2
S=C(NC1CCCCC1)N1CCCCC1	-11	-30	5	4	72	1.2	nt	1.6	0
Cc1ccc(NC(=O)N(Cc2ccco2)Cc2cc3cc(C)cc(C)c3nc2Cl)cc1	-2	nt	-4	-25	nt	-3.9	25	-0.7	-9
O=C(Nc1cnn(Cc2ccc(F)cc2)c1)c1cc2nc(-c3ccco3)cc(C(F)(F)F)n2n1	3	11	-1	14	118	-3.2	-20	-0.9	-2
CCOC(=O)c1ccc(COC(=O)c2ccc(-c3nnc(-c4ccccc4)o3)cc2)o1	-4	-1	17	nt	105	0.8	nt	-1.9	-2
CC(C)C(=O)Nc1c2c(nc3ccccc13)N(C)CC2	1	-5	2	7	108	-2.0	-31	-3.2	-1
COc1ccc(/C=C/C(=O)OCc2cccc([N+](=O)[O-])c2)cc1	-11	-3	-1	-13	87	-0.8	-11	-0.8	5
O=C(NCC1CCCO1)c1cc(S(=O)(=O)N2CCCC2)c(Cl)cc1Cl (centres undefined)	1	0	83*	19	94	-3.5	7	-2.7	-13
CC1(C)C2CC[C@]1(C)C(=O)N(CCCCN1CCN(c3ccccn3)CC1)C2=O	-13	-3	0	4	102	1.4	35	0.2	14
O=C(CNC(=O)c1sc2ccccc2c1Cl)NC1CC1	-1	10	-1	0	104	-2.7	-2	-4.1	-3

Three of the compounds above, with values under each structure:
Below each SMILES: M18AAP inhibitor, MEKK2mut PB1 HTS, NS3 helicase inh, UBC9 SUMO inh, MEKK2wt PB1 HTS, VIM-2 inhibitor, NALP1 inh, IMP-1 inh, DNA FID counter
- CCCP(=O)(CC(=O)O)c1ccccc1 (centres undefined)
    0, 5, -25, -8, 105, -3.3, 9, -3.6, -2
- COc1ccc(CCNS(=O)(=O)c2cnc(Cl)c(Br)c2)cc1OC
    2, 4, 5, -4, 111, -2.7, 7, -0.9, -7
- CC#CCN(Cc1ccco1)C(=O)C1CCC(=O)N(Cc2ccccc2F)C1 (centres undefined)
    -11, 5, 3, 3, 105, -0.5, 1, -1.0, -29

More entries follow.
SMILES	M18AAP inhibitor	MEKK2mut PB1 HTS	NS3 helicase inh	UBC9 SUMO inh	MEKK2wt PB1 HTS	VIM-2 inhibitor	NALP1 inh	IMP-1 inh	DNA FID counter
CC(C)OC(=O)COc1ccc(-c2ccccc2)cc1	-5	2	-3	-10	103	-3.8	79	-4.0	-3
O=C(CCn1c(=O)oc2ccccc21)Nc1nc2ccccc2s1	-6	1	3	7	104	-1.2	14	-2.7	-16
CCC(c1nnnn1Cc1ccc(OC)cc1)N(CCCO)Cc1cc2cc3c(cc2[nH]c1=O)OCO3 (centres undefined)	1	-5	-3	7	97	-4.5	11	-5.5	-32
O=C(CCNC(=O)Cn1ccc2ccccc2c1=O)NCCCN1CCN(c2ccc(F)cc2)CC1	-17	4	1	-8	106	-2.5	8	-3.2	16
COc1ccccc1N1CCN(c2nc3c(C)cccn3c(=O)c2C=O)CC1	-7	0	-1	12	99	1.6	-2	-3.1	-39
Fc1ccc(Nc2nc(Oc3ccc4c(c3)OCO4)nc(N3CCOCC3)n2)c(F)c1	-5	1	-2	18	102	1.8	0	0.4	1
CN(c1ccc(C(=O)NCC2CCCO2)cc1)S(=O)(=O)c1ccccc1 (centres undefined)	17	15	5	-9	106	-1.7	-4	-2.9	-11
CCC(C(=O)OC)n1cnc2scc(-c3ccc(C)c(C)c3)c2c1=O (centres undefined)	-4	11	0	0	107	-3.4	100*	-1.1	-27
CCOCCCNC(=O)c1c[nH]c2ccc(C)cc2c1=O	1	3	-7	7	103	-0.3	4	-1.6	-10
CC(=O)Nc1cccc(C(=O)O)n1	-8	-6	10	7	95	-2.3	-5	-1.6	-1
COc1ccc(C)cc1NC(=O)CSc1ccc(-c2ccccn2)nn1	7	4	1	-22	102	-0.8	-7	-3.6	-18
CC1CCN(CC(=O)Nc2ccc(N3CCCCCC3)cc2)CC1	9	6	-44	8	124	0.1	-4	-2.4	13
CC(=O)N1CCN(C(=O)c2ccco2)CC1	-4	-2	-3	-7	100	2.3	24	0.1	0
O=C(CSc1nnc(Cc2ccccc2)n1-c1ccc(F)cc1)N1CCOCC1	4	5	8	-6	105	-0.8	0	-5.9	-36
CC(C)n1nnc(-c2ccc(OCc3ccccc3F)cc2)n1	3	4	2	1	110	-2.7	11	-3.4	-21
COCC1CCN(C(=O)c2ccc3oc(Cc4ccccc4)nc3c2)C1 (centres undefined)	5	7	4	9	107	-2.1	12	-1.1	-31
CCOc1ccc(NC(=O)CC2C(=O)N(C)C(=S)N2Cc2ccco2)cc1 (centres undefined)	0	0	-11	-8	99	-1.4	19	-2.9	-10
CCOC(=O)c1cc(-c2csc(-c3cccc(Cl)c3)n2)on1	11	-5	4	-9	91	1.0	8	-0.7	-8
Cc1cc(C)c2oc(=O)cc(CN3CCN(Cc4ccccc4)CC3)c2c1	0	7	-28	-4	111	0.8	10	-1.2	-6
COc1ccc(/C=N/NC(=O)Cn2c(Cc3ccc(OC)c(OC)c3)nc3ccccc32)cc1	-7	1	12	-2	94	-0.9	21	-5.6	-36
O=C(CSCc1ccc(F)cc1)Nc1ccccc1C(=O)N1CCOCC1	0	12	6	4	126	-2.6	16	-3.2	-7
COCCCn1nnnc1SCC(=O)Nc1nc2ccccc2s1	-1	-1	-4	-8	101	0.2	-4	-0.7	-16
O=C(Cc1c[nH]c2ccccc12)Nc1nnc(C2CC2)s1	-4	-4	4	0	95	0.9	0	3.5	1
Cc1cccc(CN2CCC(Oc3ccc(C(=O)N4CCCCC4)cc3)CC2)c1	-13	2	-1	3	107	0.8	22	1.5	19
Cc1ccc(/C=C/C(=O)Nc2ccc(S(N)(=O)=O)cc2)o1	-12	2	3	7	91	-3.2	5	-2.2	7
O=C(NCC(=O)N1CCCC1)c1cccs1	-3	5	8	-2	112	-3.0	21	-1.8	0
CCOC(=O)CNC(=S)NN(C)C	-8	-7	16	5	100	-2.3	18	0.2	-2
CCOC(=O)c1cc(-c2ccc(C)cc2)n(CCC(=O)NC(C)CC)c1C (centres undefined)	-12	-2	-1	8	89	-1.9	5	-2.9	-28
COc1ccc(CCNC(=O)CSc2nc(C)nc3sccc23)cc1OC	-7	-1	-3	13	100	-1.4	nt	-3.4	-11
CCC(=O)N1CCc2cc(S(=O)(=O)N(C)c3ccc(Br)cc3)ccc21	5	-1	-5	8	97	-4.0	7	-2.6	-6

Compounds as they come; 4.7% or so of the library scored in one or more.
